NLRP3 yeast inh: blocks the NALP3 inflammasome reconstituted in yeast. Yeast reconstituted NLRP3/ASC/caspase-1, beta-gal luminescence, 24 h. inhibition, % at 10 µM. hit rate 0.39% among 330,000;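 active = inhibition of 50% or more; inactive = inhibition below 50%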;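 also: plate controls were induced DMSO wells for no effect and uninduced yeast grown without galactose for full effect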
APJ antagonist: antagonists of human APJ apelin receptor; hit rate 0.32% among 330,000; CHO-K1 APJ beta-arrestin complementation, luminescence; inhibition, % at 20 µM; AID 2521;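 active = inhibition above about 40% at 20 µM, limit read from the data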;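 also: cells challenged with 10 nM apelin-13 agonist together with compound; plate controls were apelin-13 plus DMSO wells for no effect and DMSO wells lacking apelin-13 for full effect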
Target sequence (P35414 whole entry, looked up): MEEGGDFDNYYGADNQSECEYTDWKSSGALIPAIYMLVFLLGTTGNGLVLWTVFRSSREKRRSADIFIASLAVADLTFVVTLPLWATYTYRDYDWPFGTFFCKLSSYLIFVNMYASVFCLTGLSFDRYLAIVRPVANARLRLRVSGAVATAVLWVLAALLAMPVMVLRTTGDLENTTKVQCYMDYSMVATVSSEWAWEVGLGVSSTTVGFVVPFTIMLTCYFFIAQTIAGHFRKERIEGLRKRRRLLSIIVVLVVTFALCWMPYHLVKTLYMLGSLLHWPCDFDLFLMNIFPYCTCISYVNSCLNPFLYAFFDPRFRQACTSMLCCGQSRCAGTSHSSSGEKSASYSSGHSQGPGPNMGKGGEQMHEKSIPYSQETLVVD
tim10-1 inh: growth inhibitors of tim10-1 mutant yeast | S. cerevisiae tim10-1 ts strain growth, BacTiter-Glo, 24 h | inhibition, % at 20 µM | hit rate 2.2% among 330,000 | AID 463190;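 active = inhibition of at least 40%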;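 also: mutant grown at 25 °C; 0% = DMSO wells with yeast and 100% = wells holding no yeast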
TIM10 inh: TIM10 yeast growth inhibition. S. cerevisiae TIM10 strain growth, BacTiter-Glo luminescence, 24 h. inhibition, % at 10 µM. hit rate 1.4% among 330,000. AID 463195;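 active = inhibition of 40% or more at the single tested concentration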;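 also: wild-type TIM10 isogenic control strain grown at permissive 25 °C; 0% = DMSO yeast wells and 100% = minimal medium wells without yeast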
NR3A LBD binder: modulators (binders) of human NR3A ligand-binding domain | NR3A LBD differential scanning fluorimetry, Tm shift; 0% = protein alone, 100% = glycine-bound protein | Tm shift relative to glycine control, % at 25 µM | hit rate 2.5% among 340,000;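 active = melting temperature shift of at least 10% of the positive control shift, at one fixed dose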
APJ agonist: activates the human apelin receptor APJ; CHO-K1 APJ PathHunter beta-arrestin, luminescence; 0% DMSO wells, 100% apelin; activation, % at 20 µM; hit rate 0.11% among 330,000;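 active = activation more than six SD over the plate average, tested at 20 µM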;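 also: 0% = DMSO alone and 100% = apelin-13 at 10 nM; some results filed as inactive read as strong as hits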
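Test system: CHO-K1 APJ beta-arrestin complementation cell line | Compound: Single test compound dose, 20 µM final, 1% DMSO | Incubation: Compound 90 min 25 °C, reagent 1 h | Measured by: beta-gal luminescence | Read-out basis: APJ–arrestin association signal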
tim23-1 inh: growth inhibitors of tim23-1 mutant yeast; S. cerevisiae tim23-1 growth, BacTiter-Glo luminescence, 24 h; inhibition, % at 20 µM; hit rate 1.3% among 330,000;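 active = growth inhibition of the mutant yeast at or above 50%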;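 also: temperature-sensitive mutant grown at 25 °C; plate controls were DMSO-treated mutant yeast for no effect and medium wells lacking yeast for full effect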
MPTP inh: blocks calcium-induced mitochondrial swelling. hit rate 1.4% among 360,000. AID 602449. isolated mouse mitochondria, Ca2+ swelling absorbance, 30 min. inhibition, % at 10 µM;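 active = inhibition of 50% or more, scaled per plate between neutral and stimulator controls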;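 also: 0% = DMSO wells given calcium and 100% = 1 mM EGTA wells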
beta cell repl: MIN6 beta-cell proliferation induction; MIN6 cells proliferation, ATPlite luminescence, 48 h; cells starved in 0.2% serum; 100% = growth in 10% serum; proliferation, % at 10 µM; hit rate 0.29% among 330,000;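 active = compounds whose signal lies at least 3.5 SD above the mean of all wells on their plate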;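 also: 0% = DMSO-treated cells in low-serum medium and 100% = 10% serum control; some compounds called inactive have numbers as strong as hits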
Numbers without * were called inactive; x = not tested or not shown. The order is random (roughly 7.2% active in at least one column).

No.	Compound	NR3A LBD binder	APJ agonist	tim23-1 inh	MPTP inh	TIM10 inh
1	O=C(C1CC(=O)N(C2CCCC2)C1)N1CCN(c2ccccc2F)CC1 (centres undefined)	1	-1	8	0.1	8
2	CC(NCC(=O)NC(=O)NC1CCCC1)c1ccc(Cl)cc1Cl (centres undefined)	4	4	41	-0.7	20
3	CC(=O)Nc1ccc(NC(=O)CCNS(=O)(=O)c2cccc3nsnc23)cc1	0	-3	2	2.9	-3
4	COc1ccc(CC(=O)OCc2csc(CC(=O)Nc3ccc(C)cc3)n2)cc1	-3	-9	6	0.2	-11
5	O=C(O)C1C2C=CC(O2)C1C(=O)NCCc1cccc(Cl)c1 (centres undefined)	-1	0	18	0.5	0
6	Cc1nnc(SCc2cc(=O)[nH]c(N3CCN(C)CC3)n2)s1	-1	1	13	0.1	-13
7	Cc1cc(OC(=O)c2ccccc2Br)cc(=O)n1C	-4	2	10	-1.5	17
8	C=CCc1cccc(CNc2nc3ccccc3n2CCC)c1O	9	-4	40	52*	45*
9	O=C1NC(c2ccccc2)=N/C1=C/c1ccco1	1	-1	14	1.5	0
10	O=C1COc2ccc3ccccc3c2CN1	3	3	4	-0.4	4
11	CCCc1cc(=O)oc2c(C)c(OC(C)C(=O)NCCN3CCOCC3)ccc12 (centres undefined)	1	-6	15	1.6	-9
12	S=C(Nc1ccccn1)NC1CCCC1	7	-2	20	1.1	24

No.	NLRP3 yeast inh	APJ antagonist	beta cell repl	tim10-1 inh
1	3	-12	3	7
2	10	7	-3	23
3	21	2	2	8
4	31	6	-2	-3
5	18	-11	-5	-10
6	23	-12	0	6
7	5	-1	-3	19
8	12	4	-6	42*
9	15	17	2	-7
10	-2	6	-1	8
11	17	13	-2	14
12	22	1	-1	33

Remaining list, next part:
No.	Compound	NR3A LBD binder	APJ agonist	tim23-1 inh	MPTP inh	TIM10 inh
13	COC(=O)c1cc(-c2ccccc2)nc2nc(SC)[nH]c(=O)c12	0	-4	2	0.3	12
14	CCN(CC)C(=O)CCSc1nnc(-c2ccco2)o1	0	-5	2	-1.7	-11
15	CC(=O)N(/N=C1\Sc2ccccc2C1=O)c1cccc(C)c1	-8	-2	35	1.9	3
16	CC(=O)Nc1ccc(S(=O)(=O)NC2(C(F)(F)F)C(=O)Nc3c2c(=O)[nH]c(=O)n3C)cc1 (centres undefined)	0	-7	11	-0.7	-1
17	CCOC(=O)C1=C(C)NC2=C(C(=O)C(C(=O)OC)C(C)C2)C1c1ccc(OC)c(O)c1 (centres undefined)	1	-2	2	1.8	4
18	CCCn1c(=O)c2c(nc3n2CCN3Cc2ccco2)n(C)c1=O	0	0	7	-1.7	-15
19	COc1cc(NC(=O)CCc2nnc3ccc(N4CCN(c5cccc(OC)c5)CC4)nn23)cc(OC)c1	2	-4	-9	-0.2	-18
20	COc1ccc(CC(=O)Nc2nc3n(n2)C(c2ccccc2)CC(=O)N3)cc1OC (centres undefined)	0	2	6	-1.8	-16
21	CCOc1ccc(N2CC(NC(=O)c3ccc4ccccc4c3)CC2=O)cc1 (centres undefined)	1	4	8	-0.9	11
22	C/C(=N/NC(=O)CNC(=O)c1cccs1)c1ccc(Cl)cc1	21*	-1	14	-0.4	13
23	CCCCCCCC(=O)N1CCN(c2cc3c(cc2F)c(=O)c(C(=O)O)cn3CC)CC1	0	0	16	-0.5	5
24	COc1ccc(C(=O)C(C)[n+]2ccc(C)c3ccccc32)cc1[N+](=O)[O-] (centres undefined)	2	0	-2	0.8	-17

No.	NLRP3 yeast inh	APJ antagonist	beta cell repl	tim10-1 inh
13	0	12	1	21
14	1	-17	-1	5
15	54*	8	-4	20
16	-15	11	0	7
17	-3	9	3	2
18	-19	-6	-2	6
19	2	-4	-4	10
20	-2	4	-4	0
21	3	8	-1	5
22	12	-15	-2	21
23	29	10	-1	7
24	15	7	-3	-4

(cont.)
No.	Compound	NR3A LBD binder	APJ agonist	tim23-1 inh	MPTP inh	TIM10 inh
25	O=C(CN(Cc1ccc(Br)cc1)S(=O)(=O)c1ccccc1)NCC1CCCO1 (centres undefined)	-5	-8	9	0.0	-7
26	Nc1ccccc1C(=O)N1CCCC1	0	1	-8	-0.6	3
27	O=C(N/N=C/c1ccc(Br)s1)c1ccccc1[N+](=O)[O-]	-5	1	12	0.1	27
28	COc1cccc(-c2nnn(CC(=O)N3CCCCC3)n2)c1	0	1	11	0.0	6
29	Cc1ccc(/C=N/NC(=O)c2ccncc2)cc1	-1	-1	-4	-1.1	8
30	CC(=O)Nc1ccc(S(=O)(=O)N2CCN(CC(O)COc3ccc4ccccc4c3)CC2)cc1 (centres undefined)	-2	0	-4	1.8	0
31	CC(C)(C)OC(=O)N[C@@H](/C=C/c1ccccc1)C(=O)OC(C)(C)C	1	-4	23	-0.6	-6
32	Cc1ccc2nc(/N=C(\N)NC(=O)N3c4ccccc4Sc4ccccc43)nc(C)c2c1	-1	-1	27	2.2	26
33	CS(=O)(=O)N(Cc1ccccc1)c1ccccn1	1	-5	-15	-2.5	-14
34	Cc1cc(Cl)c(S(=O)(=O)NCc2ccccc2)cc1OCC(N)=O	4	-2	-4	1.8	10
35	CCOc1ccc(OCC(=O)NCc2n[nH]c(=O)c3ccccc23)cc1	2	-6	9	0.1	-7
36	O=C(CN1c2cccc3cccc(c23)S1(=O)=O)Nc1ccccc1F	0	0	-1	-1.0	-5

No.	NLRP3 yeast inh	APJ antagonist	beta cell repl	tim10-1 inh
25	3	0	3	18
26	20	3	1	-6
27	10	-8	-2	35
28	14	-10	-3	-1
29	1	-4	-2	-6
30	4	-24	-3	9
31	17	21	-2	0
32	14	-10	-3	1
33	-9	-8	-3	14
34	5	18	-3	9
35	23	12	0	1
36	25	0	1	-11

The list goes on:
No.	Compound	NR3A LBD binder	APJ agonist	tim23-1 inh	MPTP inh	TIM10 inh
37	CCCN(C(=O)C1CCN(S(=O)(=O)c2ccc(OC)c(OC)c2)CC1)C1CCS(=O)(=O)C1 (centres undefined)	0	1	-10	-0.8	2
38	CN=c1sc(C(=O)Nc2ccccc2)c(C)n1C	-3	1	22	-0.7	-4
39	CN(CCOc1ccccc1)CC(=O)Nc1ccc(Br)cc1F	-1	-4	14	0.1	-17
40	Cc1ccc(NC(=O)CSC2=NN3CCCC(=O)N=C3S2)cc1Cl	-1	4	-7	1.0	-13
41	COc1ccc(S(=O)(=O)N2CCCCCC2)cc1C(=O)N(C)CC(=O)Nc1ccc(F)cc1	1	-5	-10	0.5	-4
42	CCc1ccc(OCc2cnc(Cl)s2)cc1	5	-2	-1	-1.4	-14
43	O=C(O)C1=C[C@H](c2cccs2)C[C@H](OCCCCO)O1	1	6	15	-0.4	4
44	O=C(NNc1nc2ccccc2s1)c1ccccc1F	-4	3	26	-0.3	38
45	CCOC(=O)[C@H]1[C@H]2COc3ccc(C)cc3[C@@H]2N2C(=O)c3cc(C)ccc3NC(=O)[C@@]12C	-2	-4	13	-0.2	25
46	O=C(N/N=C/c1ccccc1O)/C(=C/c1ccccc1)CCO	-17	-2	-3	0.6	3
47	O=C(CN1C(=O)c2ccccc2S1(=O)=O)N1CCc2ccccc21	1	2	8	-0.6	-6
48	Cc1cccc2cc(CN(CCCO)C(=O)Nc3cccc(Cl)c3)c(=O)[nH]c12	-8	1	14	3.1	8

No.	NLRP3 yeast inh	APJ antagonist	beta cell repl	tim10-1 inh
37	19	9	-2	-10
38	6	1	2	-6
39	15	-15	3	19
40	18	-10	-2	-9
41	-14	6	-3	-2
42	12	15	-1	-3
43	-11	7	2	1
44	21	-11	-3	47*
45	3	6	0	14
46	9	5	0	3
47	11	7	-5	9
48	15	1	-4	3

Compound profiles (already shown):
Cc1ccc(NC(=O)CSC2=NN3CCCC(=O)N=C3S2)cc1Cl in the list: NR3A LBD binder = -1; APJ agonist = 4; tim23-1 inh = -7; MPTP inh = 1.0; TIM10 inh = -13; NLRP3 yeast inh = 18; APJ antagonist = -10; beta cell repl = -2; tim10-1 inh = -9
Cc1cccc2cc(CN(CCCO)C(=O)Nc3cccc(Cl)c3)c(=O)[nH]c12 in the list: NR3A LBD binder = -8; APJ agonist = 1; tim23-1 inh = 14; MPTP inh = 3.1; TIM10 inh = 8; NLRP3 yeast inh = 15; APJ antagonist = 1; beta cell repl = -4; tim10-1 inh = 3
CCOC(=O)[C@H]1[C@H]2COc3ccc(C)cc3[C@@H]2N2C(=O)c3cc(C)ccc3NC(=O)[C@@]12C in the list: NR3A LBD binder = -2; APJ agonist = -4; tim23-1 inh = 13; MPTP inh = -0.2; TIM10 inh = 25; NLRP3 yeast inh = 3; APJ antagonist = 6; beta cell repl = 0; tim10-1 inh = 14

The listing continues.
No.	Compound	NR3A LBD binder	APJ agonist	tim23-1 inh	MPTP inh	TIM10 inh
49	COc1nc(SC)nc(Cl)c1Cc1ccc(OC(C)C)cc1	0	2	11	1.2	-17
50	Cc1ccc2nsnc2c1NC(=O)c1cccc([N+](=O)[O-])c1	x	-3	2	x	-4
51	O=C(COC(=O)c1cc(=O)[nH]c2ccccc12)NCc1cccc(Cl)c1	-1	-3	-3	2.3	0
52	C=CCN1N=C(/C=C/c2ccc(OC)cc2)CCC1=O	2	-1	8	1.9	15
53	O=S1(=O)N[C@H](c2ccccc2)C[C@H](c2ccc(C(F)(F)F)cc2)O1	-16	1	8	0.7	-15
54	CC(C)NC(=O)CSCc1c(Cl)cccc1Cl	1	3	7	-2.6	-4
55	CC/C=C/C(=O)N1CC2(CC(c3cccc(NC(=O)c4ccccc4)c3)=NO2)C[C@@H]1C(N)=O (some centres undefined)	1	5	2	-0.3	8
56	CCOc1cc(/C=C2\CN(CC)C/C(=C\c3ccc(O)c(OCC)c3)C2=O)ccc1O	x	-9	42	4.9	34

No.	NLRP3 yeast inh	APJ antagonist	beta cell repl	tim10-1 inh
49	18	-3	0	0
50	11	0	0	9
51	-2	9	1	-10
52	6	-25	-2	23
53	21	-50	-4	16
54	15	3	0	10
55	12	1	-3	-23
56	20	48*	-5	49*
